Neddylation inh: cullin neddylation inhibition. calls only at 25 µM. TR-FRET cullin neddylation, biochemical. 0.58% of 360,000 active; in the data active = inhibition above about 36%
FAS-TE inh: FAS thioesterase (human) inhibition. P49327. recombinant FAS-TE, OMFH fluorogenic substrate, fluorescence endpoint. inhibition, % at 15 µM. 0.67% of 360,000 active;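 active = compounds whose normalised, plate-corrected inhibition of enzyme fluorescence in the single-dose primary screen is 50% or more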;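 note: 0% = DMSO with enzyme and 100% = substrate without enzyme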
Target sequence (P49327 whole entry, looked up): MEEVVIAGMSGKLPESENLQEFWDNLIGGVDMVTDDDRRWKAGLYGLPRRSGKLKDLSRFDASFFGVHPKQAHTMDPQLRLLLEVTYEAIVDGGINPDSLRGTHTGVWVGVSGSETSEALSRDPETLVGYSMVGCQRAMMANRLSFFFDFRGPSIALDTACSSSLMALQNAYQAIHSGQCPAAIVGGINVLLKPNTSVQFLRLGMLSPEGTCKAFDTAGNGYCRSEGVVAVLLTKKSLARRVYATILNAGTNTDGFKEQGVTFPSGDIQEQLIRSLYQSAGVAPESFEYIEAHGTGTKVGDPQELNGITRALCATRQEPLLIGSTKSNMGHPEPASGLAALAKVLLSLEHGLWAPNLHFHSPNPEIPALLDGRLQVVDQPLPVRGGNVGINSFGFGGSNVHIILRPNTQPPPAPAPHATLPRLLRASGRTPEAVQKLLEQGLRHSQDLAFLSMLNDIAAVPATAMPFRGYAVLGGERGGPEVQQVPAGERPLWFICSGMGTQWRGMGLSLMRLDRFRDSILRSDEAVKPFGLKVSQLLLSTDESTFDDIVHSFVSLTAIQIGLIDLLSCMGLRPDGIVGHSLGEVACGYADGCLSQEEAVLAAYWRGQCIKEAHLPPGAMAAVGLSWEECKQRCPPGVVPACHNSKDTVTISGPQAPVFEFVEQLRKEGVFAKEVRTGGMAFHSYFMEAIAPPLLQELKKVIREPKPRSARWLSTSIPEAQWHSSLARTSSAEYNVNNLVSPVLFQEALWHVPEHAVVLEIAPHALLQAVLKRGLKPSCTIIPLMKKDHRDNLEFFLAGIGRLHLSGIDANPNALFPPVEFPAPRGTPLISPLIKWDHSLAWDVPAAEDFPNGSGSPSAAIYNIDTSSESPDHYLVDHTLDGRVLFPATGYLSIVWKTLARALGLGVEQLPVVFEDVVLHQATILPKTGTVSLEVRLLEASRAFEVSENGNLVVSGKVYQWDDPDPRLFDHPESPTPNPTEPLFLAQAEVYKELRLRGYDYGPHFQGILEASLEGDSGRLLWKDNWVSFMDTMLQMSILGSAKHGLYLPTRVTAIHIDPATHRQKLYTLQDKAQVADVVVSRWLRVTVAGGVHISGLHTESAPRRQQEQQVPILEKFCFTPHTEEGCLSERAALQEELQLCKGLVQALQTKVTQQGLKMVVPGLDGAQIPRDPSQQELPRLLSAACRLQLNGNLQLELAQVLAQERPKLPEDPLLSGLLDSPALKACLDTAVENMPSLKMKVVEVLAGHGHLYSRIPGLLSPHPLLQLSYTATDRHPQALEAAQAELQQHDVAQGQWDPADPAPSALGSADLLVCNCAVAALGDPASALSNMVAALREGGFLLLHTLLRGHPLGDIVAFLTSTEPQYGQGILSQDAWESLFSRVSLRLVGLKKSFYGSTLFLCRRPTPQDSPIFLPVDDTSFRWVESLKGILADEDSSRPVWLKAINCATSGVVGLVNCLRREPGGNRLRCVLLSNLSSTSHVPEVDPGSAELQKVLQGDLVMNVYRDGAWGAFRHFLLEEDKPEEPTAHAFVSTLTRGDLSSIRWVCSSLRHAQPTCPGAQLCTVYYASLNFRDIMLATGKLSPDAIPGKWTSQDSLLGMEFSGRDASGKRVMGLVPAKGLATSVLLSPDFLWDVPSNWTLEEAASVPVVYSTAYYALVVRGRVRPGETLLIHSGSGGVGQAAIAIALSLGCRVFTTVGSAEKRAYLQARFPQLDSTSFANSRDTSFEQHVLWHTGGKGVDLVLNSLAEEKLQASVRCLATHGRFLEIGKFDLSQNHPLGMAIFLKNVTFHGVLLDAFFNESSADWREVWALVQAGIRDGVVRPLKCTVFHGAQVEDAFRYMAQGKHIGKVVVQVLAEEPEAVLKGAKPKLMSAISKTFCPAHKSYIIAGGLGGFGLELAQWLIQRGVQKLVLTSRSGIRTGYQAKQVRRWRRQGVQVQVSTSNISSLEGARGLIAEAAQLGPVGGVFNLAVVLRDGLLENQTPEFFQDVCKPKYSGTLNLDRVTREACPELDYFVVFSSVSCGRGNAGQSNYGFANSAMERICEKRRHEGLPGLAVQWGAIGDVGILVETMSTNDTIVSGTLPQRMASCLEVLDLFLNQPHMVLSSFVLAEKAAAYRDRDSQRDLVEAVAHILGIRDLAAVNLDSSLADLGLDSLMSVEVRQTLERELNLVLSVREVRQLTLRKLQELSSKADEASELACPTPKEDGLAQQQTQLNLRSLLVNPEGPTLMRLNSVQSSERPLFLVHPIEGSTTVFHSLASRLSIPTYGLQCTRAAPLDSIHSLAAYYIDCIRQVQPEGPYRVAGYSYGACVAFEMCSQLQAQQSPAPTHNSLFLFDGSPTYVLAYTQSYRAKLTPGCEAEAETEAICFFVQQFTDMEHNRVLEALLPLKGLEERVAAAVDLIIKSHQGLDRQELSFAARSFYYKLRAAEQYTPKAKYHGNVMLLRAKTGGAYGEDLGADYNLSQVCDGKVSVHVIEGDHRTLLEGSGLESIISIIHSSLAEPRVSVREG
bovine MsrA act: activators of bovine methionine sulfoxide reductase A | purified bovine MsrA, absorbance read-out | activation, % at 10.6 µM | 0.3% of 360,000 active | AID 602163; in the data active = activation above about 7.5%;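 note: 0% = vehicle and 100% = reference activator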
eLon inh: E. coli protease La inhibition. inhibition, % at 7.94 µM. 0.42% of 360,000 active. purified E. coli Lon protease, fluorescence polarization. AID 602123; in the data active = inhibition above about 13%, passing the limit was not always enough;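 note: 0% = enzyme with probe and DMSO and 100% = no enzyme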
MT1-MMP act inh: blocks activation of human MT1-MMP | GFP/RFP ratio change, % at 20 µM | P50281 | HT1080 RFP-PRO-GFP cells, GFP/RFP ratio fluorescence, overnight; percent of plate control window, DMSO zero | 0.061% of 360,000 active | AID 651647;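 active = GFP/RFP ratio change of at least 30% with cell ATP level not reduced by more than half and red fluorescence within 50% of control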; note: strong numbers were not always called active
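Assay system: HT1080 RFP-PRO-GFP cells. Benchmarks: DMSO vehicle wells and RFP-L50D-GFP reporter cell wells. Times: overnight cell settling, then overnight compound exposure, 37 °C, 5% CO2. Compound: 20 µM single dose, 1% DMSO. Read-out basis: GFP/RFP fluorescence ratio.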
MsrA inh: inhibits bovine methionine sulfoxide reductase A; purified bovine MsrA, absorbance read-out; 0.75% of 360,000 active; inhibition, % at 15.5 µM; in the data active = inhibition above about 4.5%;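 note: 0% = vehicle wells with enzyme and 100% = reference inhibitor wells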
SKN-1 block: blocks SKN-1 activity in C. elegans; AID 624304; inhibition, % at 21.8 µM; C. elegans VP596 Pgst-4::GFP/RFP ratio, acrylamide-induced, 24 h; 0.49% of 360,000 active;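 active = interference check ratio from 0.5 to 1.5 plus GFP to RFP signal ratio inhibition reaching or exceeding a fixed threshold, cut at about 30% in these data, passing the limit was not always enough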; note: some compounds called inactive have numbers as strong as hits
CendR NRP1 mod: modulators of CendR peptide binding to human neuropilin-1 | 0.85% of 360,000 active | inhibition, % at 25 µM | AID 602438 | FAM-RPARPAR peptide binding to NRP-1, fluorescence polarization | O14786;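 active = inhibition or corrected inhibition above about 18%, plus a signal ratio from 0.5 to 1.5, limit read from the data, passing the limit was not always enough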; note: strong numbers were not always called active
Rin1-Abl PPI inh: human Rin1-Abl interaction inhibition; P00519+Q13671; TR-FRET Rin1/Abl binding, biochemical; inhibition, % at 7.35 µM; 0.4% of 360,000 active; in the data active = inhibition above about 5%, passing the limit was not always enough
An asterisk follows results filed as active; i = inactive; . = no result given.

SMILES	Neddylation inh	FAS-TE inh	bovine MsrA act	eLon inh	MT1-MMP act inh	MsrA inh	SKN-1 block	CendR NRP1 mod	Rin1-Abl PPI inh
CCOc1ccc(N2CC(C(=O)Nc3ccccc3C(=O)NC3CC3)CC2=O)cc1 (centres undefined)	i	-1	-13	-7	-1	-1.1	-10	8	-3
COc1ccc(C(C)(C)C)cc1NC(=O)C1CC=CCC1C(=O)O (centres undefined)	i	-5	-2	-8	4	-0.2	-3	-9	4
Cc1noc(C(=O)Nc2ccc(C#N)cc2)c1Cl	i	-2	-2	-8	-2	-0.1	4	-7	2
C=CCNc1nc(Cl)nc(NCc2ccco2)n1	i	-4	0	0	2	-0.6	28	-5	-2
CCCNC(=O)Cn1sc2nc(C)cc(C)c2c1=O	i	-5	-2	7	1	3.5	7	-4	-2
O=C(c1cnc(N2CCN(c3ccccn3)CC2)c2ccccc12)N1CCN(c2cccc(Cl)c2)CC1	i	30	-2	-2	-9	4.1	7	-12	-5
O=C(c1ccccc1)N(Cc1ccc(F)cc1)Cc1nc2ccccc2c(=O)[nH]1	i	-5	-9	-2	2	0.1	-8	22	2
O=C(CCC(=O)NC1CCCCC1)NCc1ccc(F)cc1	i	-4	-3	-5	-1	-0.1	7	15	-2
CC(C)Nc1ncnc2c1ncn2[C@H]1CN(Cc2ccc3c(c2)OCO3)C[C@@H](CO)O1	i	-9	-3	-11	-1	-0.8	-11	0	-3
COc1ccc(C(=O)Oc2ccc(C(=S)N3CCOCC3)cc2)cc1	i	3	-2	6	-4	1.2	-8	-4	3
COc1ccc(-c2cc(NC=O)c3ncc(-c4cccc(C(=O)NCCN(C)C)c4)n3c2)cn1	i	-3	-1	-1	-1	0.3	7	-8	-10
CCCCN(CC)CCCNC(=O)C1CCN(c2ncnc3c2sc2cccc(F)c23)CC1	i	-3	-4	1	1	2.3	-6	-2	2
CC(=O)Nc1ccc(S(=O)(=O)N(C)CC(=O)N/N=C/c2cccc(O)c2)cc1	i	-5	-3	-3	7	-0.6	-9	6	-1
COc1ccc(NC(C)=O)cc1NC(=O)c1cccc(C(F)(F)F)c1	i	-7	-4	-4	1	-0.7	-7	-9	2
CCCNC(=O)c1onc(CSc2ccccn2)c1C(=O)NCCC	i	-1	1	-8	2	0.4	2	16	3

Compound profiles, from the list above. Order of values: Neddylation inh	FAS-TE inh	bovine MsrA act	eLon inh	MT1-MMP act inh	MsrA inh	SKN-1 block	CendR NRP1 mod	Rin1-Abl PPI inh
COc1ccc(NC(C)=O)cc1NC(=O)c1cccc(C(F)(F)F)c1 across the screens: i	-7	-4	-4	1	-0.7	-7	-9	2
Cc1noc(C(=O)Nc2ccc(C#N)cc2)c1Cl across the screens: i	-2	-2	-8	-2	-0.1	4	-7	2
C=CCNc1nc(Cl)nc(NCc2ccco2)n1 across the screens: i	-4	0	0	2	-0.6	28	-5	-2
CCOc1ccc(N2CC(C(=O)Nc3ccccc3C(=O)NC3CC3)CC2=O)cc1 (centres undefined) across the screens: i	-1	-13	-7	-1	-1.1	-10	8	-3
CCCNC(=O)c1onc(CSc2ccccn2)c1C(=O)NCCC across the screens: i	-1	1	-8	2	0.4	2	16	3

Going on with the list:
SMILES	Neddylation inh	FAS-TE inh	bovine MsrA act	eLon inh	MT1-MMP act inh	MsrA inh	SKN-1 block	CendR NRP1 mod	Rin1-Abl PPI inh
CC(C)OCCCNC(=O)c1ccc(Br)cc1	i	-6	-9	6	7	.	-2	8	-1
O=C(NC(=S)Nc1cccc([N+](=O)[O-])c1)C1CCCC1	i	36	-3	4	-5	-0.8	2	8	-1
CCOC(=O)CN1C(=O)N[C@@H](c2cccs2)C(C(C)=O)=C1C	i	-14	-2	-10	1	0.3	0	-2	0
COc1cccc(Nc2nnc(SCN3C(=O)c4ccccc4C3=O)s2)c1	i	-9	-3	13	4	0.3	11	-3	-2
COc1cccc(-n2c(Cc3cc(=O)[nH]c(=O)[nH]3)nnc2SCC(=O)N2CCCC2)c1	i	-4	-4	12	1	-1.2	3	7	1
O=c1[nH]c(Nc2ccccc2)cc2ccccc12	i	29	-6	-7	-36	0.2	-28	-8	5.6*
COc1ccc(C(=O)N2CCN(c3ccc([N+](=O)[O-])c(-n4nc(C)cc4C)c3)CC2)cc1	i	5	-3	5	16	0.7	4	6	-1
CCc1nccn1CCC(=O)N1CCCC(Nc2ccc(F)cc2)C1 (centres undefined)	i	-6	-1	3	-3	-0.5	7	-4	2
Cc1ccccc1C(=O)NNC(=O)c1ccc(F)cc1	i	-9	-12	-11	2	-1.2	-9	5	4
CCCc1nc2ccc(NC(C)=O)cc2c(=O)n1Cc1ccccc1Cl	i	5	-8	-3	0	1.3	11	1	2
COC(=O)c1c(-c2ccccc2)nn(-c2ccccc2)c1C(=O)OC	i	15	3	-14	-1	0.0	-6	-2	0
CC(C)Cc1cc(CN2CCC(CO)(Cc3ccccc3)CC2)[nH]n1	i	-5	-4	0	-1	0.1	-9	6	1
Cc1ccc(C(=O)CCC(=O)OCC(=O)N2CCN(S(=O)(=O)c3ccc(C)cc3C)CC2)cc1	i	22	-7	6	-1	-0.6	-18	6	5
CC1CCN(C(=S)SCc2nc(N)nc(Nc3ccccc3)n2)CC1	i	20	5	1	1	0.2	12	5	3
COCCCNC(=O)CCn1c(=O)c2ccccc2n(CC(=O)Nc2c(C)cccc2C)c1=O	i	-7	-1	-8	-1	0.9	-10	-7	-2

The final 2 records of the section before come first, to join the parts:
SMILES	Neddylation inh	FAS-TE inh	bovine MsrA act	eLon inh	MT1-MMP act inh	MsrA inh	SKN-1 block	CendR NRP1 mod	Rin1-Abl PPI inh
CC1CCN(C(=S)SCc2nc(N)nc(Nc3ccccc3)n2)CC1	i	20	5	1	1	0.2	12	5	3
COCCCNC(=O)CCn1c(=O)c2ccccc2n(CC(=O)Nc2c(C)cccc2C)c1=O	i	-7	-1	-8	-1	0.9	-10	-7	-2
CCN(CC)C(=O)CNC(=O)Cc1ccc(Cl)cc1	i	-3	-10	-4	2	-0.2	-4	-3	0
O=C(Cn1c(=O)n(Cc2ccco2)c(=O)c2cc(Cl)ccc21)NCC1CCCO1 (centres undefined)	i	-2	-3	-10	9	1.3	4	-21	-4
CCCn1c(N)c(N(CCOC)C(=O)c2cccc(S(=O)(=O)N3CCCc4ccccc43)c2)c(=O)[nH]c1=O	i	-4	0	-10	0	0.7	13	-2	-1
C[C@H]1CN=C(N(C)C)N1CCC1CCCCC1	i	-9	-1	-6	2	-1.1	-6	30*	2
COc1ccc(CCNC(=O)CC2SC(=NCCC(C)C)NC2=O)cc1OC (centres undefined)	i	-11	-2	-5	4	-1.2	7	-4	2
CCNC(=O)C1(C)CCN(C(=O)c2cc(F)ccc2C)C1 (centres undefined)	i	-6	-2	-15	-8	-0.1	-15	-1	1
O=C(NC(=S)NCCN1CCOCC1)c1ccc(F)cc1	i	4	-1	-4	2	-0.2	-11	1	3
CC(=O)c1cccc(NC(=O)C(C)Sc2nnc3ccccn23)c1 (centres undefined)	i	-4	-2	0	-1	0.4	12	-5	1
COc1ccccc1C(=O)Nc1ccnn1C1CCN(C(=O)c2ccoc2C)CC1	i	-8	-8	-10	-4	1.8	2	-2	0
COc1cccc(N2CC(C(=O)Oc3ccc4ccccc4c3)CC2=O)c1 (centres undefined)	i	27	1	-7	3	-0.3	15	3	-2
C/C=C(/C)C(=O)O[C@@H]1c2cc3c(c(OC)c2-c2c(cc(OC)c(OC)c2OC)[C@@H](OC(C)=O)[C@@H](C)[C@H]1C)OCO3	i	26	-4	1	-1	.	12	16	2
CN(C(=O)c1cccc(NC(=O)Cc2ccc(NC(=O)C3CCN(S(=O)(=O)c4cccc([N+](=O)[O-])c4)CC3)cc2)c1)C1CC1	i	7	0	-6	2	1.2	0	-13	0
Cc1ccc(-c2c[n+](=O)c3c(n2[O-])CCC3)cc1	i	-4	-3	-6	-3	0.0	-13	3	1
Cc1cc(C)n(-c2c(F)c(F)c(COC(=O)c3ccccc3)c(F)c2F)n1	i	16	-1	4	1	0.0	12	5	-2
COc1ccc([C@@H]2[C@@H]3C(=O)N(C(C)(C)C)C(=O)[C@@H]3[C@]3(Cc4ccccc4)C(=O)N(c4ccc(Br)cc4)C(=O)N23)cc1	i	11	-1	4	-10	.	16	-4	1

The final 2 entries of the part before are carried over, then new ones follow.
SMILES	Neddylation inh	FAS-TE inh	bovine MsrA act	eLon inh	MT1-MMP act inh	MsrA inh	SKN-1 block	CendR NRP1 mod	Rin1-Abl PPI inh
Cc1cc(C)n(-c2c(F)c(F)c(COC(=O)c3ccccc3)c(F)c2F)n1	i	16	-1	4	1	0.0	12	5	-2
COc1ccc([C@@H]2[C@@H]3C(=O)N(C(C)(C)C)C(=O)[C@@H]3[C@]3(Cc4ccccc4)C(=O)N(c4ccc(Br)cc4)C(=O)N23)cc1	i	11	-1	4	-10	.	16	-4	1
CCCCOc1cccc(C(=O)Nc2ccc(N3CCN(CC)CC3)cc2)c1	i	1	0	-5	3	1.1	7	5	-4
O=C(CCCC(=O)N(CC(=O)NC1CCCC1)Cc1ccc(F)cc1)Nc1ccccn1	i	2	0	7	-2	-0.5	4	-4	-1
COc1ccc2c(c1)c(C(O)CN1CCC(Cc3ccccc3)CC1)c(C)n2C (centres undefined)	i	-7	-7	-4	-2	-0.3	-7	-4	0
N#Cc1ccc(S(=O)(=O)NC2CCCCNC2=O)cc1 (centres undefined)	i	-8	-3	-7	-4	0.1	-14	-1	4
COc1ccc(C2=NNC(c3cccnc3)=Nc3ccccc32)cc1	i	-4	0	0	-1	-1.0	-16	12	-3
COc1ccc(NC(=O)c2cc(-c3ccc(F)cc3C)n[nH]2)cc1OC	i	0	-5	-8	4	0.2	9	-4	-2
Cn1c(=O)oc2cc(S(=O)(=O)N3CCN(c4ccc(F)cc4)CC3)ccc21	i	-17	1	-3	-22	0.8	-1	-60	2
CCOC(=O)CN1NC2(CCC(C(C)(C)C)CC2)NC1=S (centres undefined)	i	-5	-13	-8	-8	-0.4	-32	-2	0
CCOC(=O)c1sc(NC(=O)CSc2ncn(-c3ccccc3)n2)nc1C	i	2	-5	-2	-1	-1.2	10	0	2
COC(=O)c1cc(NC(=O)c2ccco2)ccc1N1CCOCC1	i	-3	-5	3	2	0.0	-11	9	2
Cc1c(N)cccc1-n1cnnn1	i	-5	-3	0	0	-0.1	2	3	1
Cc1ccc(NC(=O)C2COc3ccccc3O2)cc1S(=O)(=O)N1CCOCC1 (centres undefined)	i	4	-3	5	2	-0.4	10	-16	-3
O=C(CN(C(=O)c1csnn1)c1ccc(F)cc1)NCc1ccc(F)cc1	i	-9	-8	9	-2	-0.8	4	0	0
Cc1ccc(OCCNC(=O)CCNS(=O)(=O)c2ccc(C)cc2)cc1	i	-1	-3	1	0	0.5	7	6	-2

Assay outcomes (PubChem BioAssay)
